D2 potentiator – HTS Assay for Positive Allosteric Modulators of the Human D2 Dopamine Receptor: Primary Screen for Potentiators; D(2) dopamine receptor (Homo sapiens), P14416; HEK293 T-REx D2, calcium flux, EC20 dopamine potentiation; potentiation, % at 10 µM; 340,000 compounds, 0.34% hits;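 active means potentiation over 3 SD above the plate norm, cut at about 30% in these data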; further: 0% is about no effect
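Tetracycline-induced HEK293 T-REx cells force-coupled to calcium signalling expressed D2; compounds were pin-added after a 10 s baseline, read kinetically 180 s, then an EC20 dopamine challenge followed with a further 180 s calcium read.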
D1 PAM – Potentiators of Human D1 Dopamine Receptor: qHTS | HEK293 TREx D1 cells, calcium flux, dopamine EC20 potentiation | potentiation, % at 10 µM | 360,000 compounds, 0.036% hits; in the data active means potentiation above about 30%; further: 0% is about no effect
D1 ag – Allosteric Agonists of the Human D1 Dopamine Receptor: qHTS; D(1A) dopamine receptor (Homo sapiens), P21728; activation, % at 2 µM; HEK293 T-REx D1 cells, calcium flux, agonist mode; 360,000 compounds, 1% hits; AID 504660, 2011; in the data active means activation above about 30%; further: 0% is about no effect
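Tetracycline-induced HEK293 TREx D1 cells, force-coupled to calcium signalling, were dye-loaded with a no-wash calcium kit. Compound was pin-added after a 10 s baseline. Fluorescence was read kinetically at 1 cycle/s for 180 s, with calcium rises flagged as agonism.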
Glioma ERSR ind – qHTS for Inducers of the Endoplasmic Reticulum Stress Response (ERSR) in Human Glioma: qHTS; U87-MG GRP78 promoter luciferase reporter, 16 h; Potency, µM, for the others: top-dose activation, most hits filed as activators; 420,000 compounds, 0.02% hits; further: potency means the concentration at half of the fitted maximal effect; series mostly up to about 76 µM; % of control where 0% means no effect; nearly all actives have a fitted effect of over 35% in size
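Stably transfected U87-MG glioma cells carrying a GRP78-based luciferase sensor; 16 h compound incubation. Luminescence end-point read 10 min after Bright-Glo addition at room temperature.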
LDHA block – qHTS assay for inhibitors of human lactate dehydrogenase; purified LDHA, NADH/diaphorase-resazurin fluorescence; active compounds read low; activity change, % (values are at about 110 or 230 µM); 480,000 compounds, 0.15% hits; AID 1347041, 2019; in the data active means activity change below about -30%; inconclusive means mostly about -25% to -30%;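 further: plate controls were DMSO wells for no effect and wells without enzyme for full effect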
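Resorufin fluorescence (ex540/em590), read at 0 and 20 min after diaphorase/resazurin addition, reports the NADH left after a 5 min room-temperature reaction of 2 nM human LDH5 with 0.06 mM NADH and 0.2 mM pyruvate.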
Vif-A3F inh – qHTS for Inhibitors of Vif-A3F Interactions: qHTS; Potency, µM (doses to about 46.1 µM), without a hit: at the top dose activity, negative = active; 390,000 compounds, 0.2% hits; AID 602313, 2012; HeLa A3F-eYFP + Vif (tagged APOBEC3F with the HIV-1 protein that degrades it), YFP fluorescence increase; further: potency means the concentration at half of the fitted maximal effect; % of control where 0% means no effect; nearly all actives have a fitted effect of over 65% in size
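Fluorescence increase (Ex 488/Em 500-530) after overnight compound treatment at 37 deg C flags inhibition of Vif-driven A3F-eYFP loss in stable HeLa A3F-eYFP/Vif cells seeded overnight beforehand.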
D1 antag – Antagonist of Human D 1 Dopamine Receptor: qHTS. D(1A) dopamine receptor (Homo sapiens), P21728. HEK293 TREx D1 cells, calcium flux, dopamine EC80; active compounds read low. activity change, negative = inhibition, % at 10 µM. 360,000 compounds, 3.2% hits; in the data active means activity change below about -30%; further: on the % scale 0 is the no-effect control and ±100 the full control effect
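After overnight tetracycline induction at 30 C, force-coupled D1 HEK293 cells took up a no-wash calcium dye at room temperature. Compounds were added and monitored 180 s, and the response to EC80 dopamine was then recorded.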
Vif-A3G inh – qHTS for Inhibitors of Vif-A3G Interactions: qHTS. DNA dC->dU-editing enzyme APOBEC-3G (Homo sapiens), Q9HC16. HeLa A3G-eYFP + Vif (tagged APOBEC3G with the HIV-1 protein that degrades it), YFP fluorescence, overnight. Potency, µM (titrated, usually from 46.1 µM), for the others: at the top dose activity, negative = active, usual class: inhibitors. 410,000 compounds, 0.076% hits. AID 602310, 2012;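 further: potency means the concentration at half of the fitted maximal effect; on the % scale 0 is the no-effect control and ±100 the full control effect; nearly all actives have a fitted effect of over 60% in size; hits raise eYFP signal because A3G escapes Vif-driven loss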
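HeLa cells stably expressing Vif and C-terminally eYFP-tagged A3G, seeded overnight at 37 deg C, then exposed to compound by pintool overnight at 37 deg C. Rise in yellow fluorescence (Ex 488/Em 500-530, Acumen) marks blocked Vif-driven A3G degradation.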
RXFP1 agonist – qHTS Assay for Agonists of the Relaxin Receptor RXFP1. Relaxin receptor 1 (Homo sapiens), Q9HBX9. HEK293T-RXFP1 cAMP TR-FRET, 30 min; response scale: percent of porcine relaxin response, buffer zero. Potency, µM (titrated, usually from 57.5 µM), for the others: top-dose activation, usual class: activators. 370,000 compounds, 0.3% hits. AID 2676, 2010; further: potency means the concentration at half of the fitted maximal effect; on the % scale 0 is the no-effect control and ±100 the full control effect; nearly all actives have a fitted effect of over 60% in size; many of its hits are not listed in these tables
Target sequence (Q9HBX9 whole entry, looked up): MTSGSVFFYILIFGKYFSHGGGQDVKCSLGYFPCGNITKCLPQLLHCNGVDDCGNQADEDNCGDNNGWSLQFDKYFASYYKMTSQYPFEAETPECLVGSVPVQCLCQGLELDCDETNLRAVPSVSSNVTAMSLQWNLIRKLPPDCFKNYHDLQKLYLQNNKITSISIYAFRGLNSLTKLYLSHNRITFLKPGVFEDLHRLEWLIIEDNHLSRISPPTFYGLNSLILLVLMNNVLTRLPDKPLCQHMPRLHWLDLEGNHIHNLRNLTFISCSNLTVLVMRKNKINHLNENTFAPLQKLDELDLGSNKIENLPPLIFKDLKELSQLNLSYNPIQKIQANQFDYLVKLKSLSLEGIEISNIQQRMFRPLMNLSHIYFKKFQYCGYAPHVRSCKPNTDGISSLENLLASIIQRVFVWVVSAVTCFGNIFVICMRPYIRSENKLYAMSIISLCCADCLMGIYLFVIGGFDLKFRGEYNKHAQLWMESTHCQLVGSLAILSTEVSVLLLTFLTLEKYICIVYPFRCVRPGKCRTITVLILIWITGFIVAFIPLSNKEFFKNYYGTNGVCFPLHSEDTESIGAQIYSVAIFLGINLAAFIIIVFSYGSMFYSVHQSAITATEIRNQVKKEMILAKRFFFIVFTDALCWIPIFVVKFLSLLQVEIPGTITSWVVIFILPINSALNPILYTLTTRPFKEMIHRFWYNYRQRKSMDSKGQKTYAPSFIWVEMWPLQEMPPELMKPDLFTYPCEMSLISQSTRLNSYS
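cAMP rise read by TR-FRET after 30 min, 37C compound exposure (up to 58 uM) in RXFP1-transfected HEK293 cells with Ro 20174 present. EC50 from Hill-equation fits, with 29 nM porcine relaxin as 100% and buffer as basal.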
* marks the source's active call; other numbers are inactive results; ? = inconclusive; . = not tested or not shown; & = joins results of further samples. Unless noted, the call rests on the fitted dose curve; in most records, active means well fitted curve in the direction sought with a large enough effect; inconclusive means small, poorly fitted or top-dose-only effect, or another doubt; inactive means no such curve, though single readings can be large; an effect the other way counts as inactive or inconclusive. Some of the compounds tested; rates above refer to the full screens.

Order of results: D2 potentiator	D1 PAM	D1 ag	Glioma ERSR ind	LDHA block	Vif-A3F inh	D1 antag	Vif-A3G inh	RXFP1 agonist
> CCOc1cccc(C(=O)NC(=S)Nc2cccc(C)c2)c1
  7	5	9	8%	-7	-8%	-22	-1%	1.4%
> Cc1c(Cl)cccc1-c1ccc(/C=N/n2cnnc2)o1
  -5	-17	0	0%	-3	0%	8	-10%	1.3%
> CCc1nnc(NC(=O)CCC(=O)O)s1
  9	.	3	-3%	-13	2%	-12	3%	-0.9%
> Cc1ccc(S(=O)(=O)N2CCCCC2)cc1NC(=O)COc1ccccc1
  .	.	.	0%	-4	-12%	.	-5%	.
> C=CCn1c(=O)c2ccccc2n2c(SCC(C)=O)nnc12
  1	-1	-1	-2%	-4	-5%	1	0%	9.1%
> CC(=O)c1cccc(NC(=O)COc2ccc(S(=O)(=O)N3CCOCC3)cc2)c1
  -3	0	4	-3%	-3	1%	-4	1%	-0.7%
> CCOC(=O)c1ccccc1NC(=O)COC(=O)CSc1ccccc1
  7	5	0	-1%	4	6%	5	0%	-1.3%
> Fc1ccc(CSc2nnc(-c3cccnc3)n2Cc2ccco2)cc1
  4	-4	3	-1%	1	-7%	-2	0%	0.5%
> COc1cc(N(C(=O)Cc2cccs2)C(C(=O)NC2CCCCC2)c2ccc(C)cc2)ccc1-n1cnnn1 (configuration not stated)
  -6	-11	4	-4%	0	-3%	-2	-5%	0.9%
> O[C@@H]1CN(C2CCCCC2)CC[C@H]1N1CCN(CCc2ccccc2)CC1
  .	3	2	1%	-8	-5%	3	1%	0.3%
> O=S1(=O)CCN2C(c3ccc4c(c3)CCCC4)=CSC2=N1
  -12	5	3	-5%	-2	1%	0	1%	0.2%
> CCN(CC)S(=O)(=O)c1ccc(C(=O)NCCN(C)C)cc1
  6	0	6	-5%	-7	-11%	-9	1%	2.9%
> CCN(CC)C(=O)[C@H]1C[C@H](CC(=O)NCCN2CCOCC2)C(=O)N2CCc3c([nH]c4ccc(Cl)cc34)[C@]12C
  .	.	.	0%	4	6%	.	0%	.
> Cc1ccc(O)c(NC(=O)c2ccco2)c1
  -9	-2	3	-1%	1	0%	-4	2%	2.7%
> COC(=O)Cn1c(=NC(=O)CSCC(=O)NC2CCCCC2)sc2cc(OC)ccc21
  14	-2	-3	2%	-4	12%	-18	0%	3.0%
> Cc1oc(-c2ccccc2Cl)nc1CS(=O)(=O)CC(=O)NC(C)c1ccccc1 (configuration not stated)
  11&23	-3&2	3&6	-3%&-3%	-5&0	4%&1%	-7&-5	3%&-5%	0.9%&-0.8%
> COC(=O)C1=C(C)N(c2ccc(OC)c(OC)c2)C(=O)/C1=C\c1cccs1
  -5	3	2	0%	-2	-4%	-1	4%	0.2%
> Cc1noc(C)c1CSCC(=O)N(C)CC(=O)Nc1ccccc1Cl
  -3	6	3	-3%	-5	2%	2	-1%	-3.2%
> COc1ccc(Nc2ncc(C(=O)N3CCC(C(N)=O)CC3)c3ccccc23)cc1
  19	5	3	2%	-12	1%	-1	0%	0.4%
> CCc1nnc(NC(=O)CSc2ccc(-c3nc4ccc(C)cc4[nH]3)cn2)s1
  -4	-4	5	0%	-2	?	-3	-26%	0.0%

2 of the compounds above, with each value named.
smiles: Cc1ccc(S(=O)(=O)N2CCCCC2)cc1NC(=O)COc1ccccc1
  D2 potentiator = .
  D1 PAM = .
  D1 ag = .
  Glioma ERSR ind = 0%
  LDHA block = -4
  Vif-A3F inh = -12%
  D1 antag = .
  Vif-A3G inh = -5%
  RXFP1 agonist = .

smiles: CCOc1cccc(C(=O)NC(=S)Nc2cccc(C)c2)c1
  D2 potentiator = 7
  D1 PAM = 5
  D1 ag = 9
  Glioma ERSR ind = 8%
  LDHA block = -7
  Vif-A3F inh = -8%
  D1 antag = -22
  Vif-A3G inh = -1%
  RXFP1 agonist = 1.4%

Continuation:
Order of results: D2 potentiator	D1 PAM	D1 ag	Glioma ERSR ind	LDHA block	Vif-A3F inh	D1 antag	Vif-A3G inh	RXFP1 agonist
> O=C(c1cc2nc(-c3ccco3)cc(C(F)(F)F)n2n1)N1CCc2ccccc2C1
  .	-3	2	-2%	3	-20%	-14	-2%	1.9%
> CC(OC(=O)c1ccc(S(=O)(=O)N(C)c2ccccc2)cc1)C(=O)NCCC1=CCCCC1 (configuration not stated)
  -15	4	2	1%	0	1%	6	-5%	0.7%
> Cc1ccc2nc(NC(=O)c3cc(=O)c4cc(Cl)ccc4o3)sc2c1
  .	-1	2	-1%	-1	0%	6	-3%	-0.4%
> CC(=O)c1cccc(NC(=O)c2ccc(S(=O)(=O)N3CCCC3)cc2)c1
  9	0	3	-1%	-12	-4%	-3	2%	-3.8%
> CCC(C)NC(=O)CNS(=O)(=O)c1ccc(C)cc1 (configuration not stated)
  3	7	-1	-2%	2	6%	-16	0%	0.7%
> O=C(Nc1ccc(F)cc1)Nc1cnccn1
  -7	1	16	-6%	-6	2%	0	8%	-0.8%
> COc1ccccc1CNC(=S)Nc1ccc2nc(N3CCN(C)CC3)cc(C)c2c1
  8	-12	23	-4%	-8	-24%	-22	6%	1.1%
> CCCCCC(=O)N1C[C@H](O)[C@@H](n2cc(-c3ccc(F)cc3)nn2)C[C@@H]1c1ccc(Cl)cc1
  .	.	.	-4%	-2	0%	.	3%	.
> NCCSC1CC(=O)N(c2ccc(F)cc2)C1=O (configuration not stated)
  -8	-3	2	-4%	-4	1%	-10	0%	-1.2%
> CCCN1CCN(CCCNC(=O)CCNC(=O)Cn2ccc3ccccc3c2=O)CC1
  -5	0	-1	-5%	3	0%	.	1%	-0.5%
> O=S(=O)(c1ccc(Cl)cc1)N1CCCCCC1
  15	-1	0	-2%	-2	-12%	4	1%	-1.2%
> O=C1/C(=C/c2cccnc2)CCc2c1[nH]c1ccccc21
  3	-4	1	-3%	-1	-8%	-2	-14%	0.7%
> CCn1ncc(Br)c1C(=O)Nc1cc(C)on1
  4	5	3	-3%	-3	4%	9	-7%	-1.5%
> O=C1CCC([N+](=O)[O-])C(c2ccccc2Br)N1 (configuration not stated)
  5	5	4	-6%	-1	-4%	-19	-1%	1.7%
> CC(=O)N1CCN(S(=O)(=O)c2ccc(C)c([N+](=O)[O-])c2)C1C(C)C (configuration not stated)
  -4	-10	4	0%	-5	-5%	0	-1%	-1.4%
> CC1CCc2cc(F)ccc2N1C(=O)c1ccc2c(c1)OCO2 (configuration not stated)
  -6	-2	0	1%	-3	-3%	4	4%	1.3%
> CCOc1ccc(NC(=O)Cn2c(=O)n(Cc3ccccc3)c(=O)c3c4c(sc32)CN(C(C)=O)CC4)cc1
  -1	-7	2	1%	2	3%	15	-5%	-0.3%
> O=C(O)c1ccc(COc2ccccc2/C=C2\NC(=O)N(Cc3ccc(F)cc3)C2=O)cc1
  -6	6	5	-4%	-17	-10%	-33*	-15%	1.4%
> O=[N+]([O-])c1ccc(N=NN(CCO)CCO)cc1
  .	3	4	-2%	-7	0%	2	0%	1.9%
> Cc1cccc(C(=O)Nc2cc3c(cc2N2CCCCC2)n(C)c(=O)n3C)c1
  -2	-1	0	1%	-4	2%	-3	-4%	-3.8%

The results go on.
| structure | D2 potentiator | D1 PAM | D1 ag | Glioma ERSR ind | LDHA block | Vif-A3F inh | D1 antag | Vif-A3G inh | RXFP1 agonist |
| --- | --- | --- | --- | --- | --- | --- | --- | --- | --- |
| CCOc1ccc(CNC(c2ccccc2)c2ccccc2)cc1 | 4 | -2 | 2 | -3% | -1 | 0% | 8 | -2% | 2.2% |
| CC(OC(=O)[C@@H]1CCCN1C(=O)c1cccs1)C(=O)Nc1cccc([N+](=O)[O-])c1 (some centres not stated) | . | . | . | -3% | 0 | 6% | . | 3% | . |
| CN(C)S(=O)(=O)c1cccc(NC(=O)COC(=O)CCOc2ccccc2)c1 | -10 | -5 | 8 | 1% | -6 | -2% | -10 | 2% | 3.8% |
| CCC(C(=O)NCCc1ccc(OC)cc1OC)n1nc(C)n2c(cc3occc32)c1=O (configuration not stated) | 5 | 0 | 4 | -5% | -1 | -12% | 3 | 3% | 0.9% |
| COc1ccc(C2CC(=O)Oc3cc(O)cc(O)c32)cc1 (configuration not stated) | 11 | -3 | 3 | 3% | 2 | -1% | 4 | -3% | 0.0% |
| Cc1cc(C)cc(NC(=O)CSc2nnc(CNC(=O)c3cccs3)o2)c1 | -15 | 8 | -1 | 0% | -2 | 2% | 9 | -2% | -0.1% |
| CCC(C)NC(=O)c1cc(S(=O)(=O)N2CCCCC2)c[nH]1 (configuration not stated) | 5 | -3 | 0 | -1% | -9 | -1% | 1 | 1% | 0.1% |
| C/C(=N/NC(=O)c1sc(NS(=O)(=O)c2ccc(C)cc2)nc1C)c1sc(N)nc1C | -3 | 5 | -2 | -1% | -6 | 13% | -6 | 5% | 2.0% |
| COc1ccc(S(=O)(=O)N(C(C)=O)c2ccc(OC(C)=O)c3ccccc23)cc1[N+](=O)[O-] | 11 | 4 | 0 | -13% | -4 | 2% | 7 | -14% | 0.4% |
| COC(=O)c1sccc1NC(=S)N1CCN(C)CC1 | -14 | -3 | 2 | 1% | -16 | 5% | 24 | -2% | 2.0% |

Screens from PubChem.
